HT1080 IDH1KD tx – kills HT-1080 cells with IDH1 knockdown; HT-1080 IDH1 knockdown viability, ATP luminescence, 48 h; actives 2% (n = 360,000); Potency, µM (titrated, usually from 46.1 µM), without a hit: at the top dose activity, negative = toxicity, most hits filed as cytotoxic; AID 686971;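 also: potency is read from the fitted curve at half-maximal effect; 0% = DMSO wells and -100% = cell-free medium wells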
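After a 2 h attachment period, IDH1KD HT-1080 cells took pin-transferred compound for 48 h at 37 °C; ATP-based luminescence after 10 min room-temperature reagent incubation reported viability.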
SW480 rereplic – DNA re-replication induction in SW480 cells. SW480 DNA re-replication, Hoechst DNA content imaging, 48 h. Potency, µM (series often up to 46.1 µM), inactives show at the top dose re-replication activation, most hits filed as activators. actives 1.8% (n = 340,000). AID 624297; also: potency is read from the fitted curve at half-maximal effect; % of control where 0% means no effect; nearly all actives have a fitted effect of over 55% in size
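Image-based DNA-content assay: after two days of treatment, nuclei were labelled with the DNA dye Hoechst and imaged, and hits were compounds raising the count of nuclei showing high fluorescence intensity.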
KB-3-1 tox – KB-3-1 parental cell cytotoxicity. KB-3-1 viability, CellTiter-Glo ATP luminescence, 72 h. actives 1.4% (n = 400,000). AID 1347075. Potency, µM (series often up to 46.1 µM), without a hit: at the highest dose activity change, negative = cytotoxic, most hits filed as cytotoxic; also: potency is read from the fitted curve at half-maximal effect; % is scaled to controls: 0 for no effect and ±100 for the full control effect; nearly all actives have a fitted effect of over 60% in size
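Cytotoxicity measured as CellTiter-Glo luminescence after 72 h at 37 C. Compound titrations were pinned onto drug-naive KB-3-1 parental adenocarcinoma cells grown in DMEM with 10% FBS, and normalized data fitted to concentration-response curves.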
ATXN2 expr inh – ATXN2 expression inhibition | HEK-293 ATXN2-luciferase reporter, luminescence, 24 h | Potency, µM (top dose mostly 57 µM), inactives show at the highest dose activity change, negative = inhibition, usual class: inhibitors | actives 0.72% (n = 360,000) | AID 1745845; also: potency is read from the fitted curve at half-maximal effect; % is scaled to controls: 0 for no effect and ±100 for the full control effect; nearly all actives have a fitted effect of over 55% in size
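qHTS (up to 57 uM final) was run with 24 h compound exposure of reporter cells at 37 °C. Each well was multiplexed: SteadyGlo luminescence measured ATXN2-luciferase expression after a fluorogenic Gly-Phe-AFC viability readout (25 uM final).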
IL1B secr inh – inflammasome signaling inhibition, IL-1 beta readout. actives 4.7% (n = 360,000). activity change, % at 57.5 µM. THP-1 LPS/ATP IL-1B secretion, AlphaLISA, 16 h; hits give low values; in the data active = activity change below about -50%; inconclusive = mostly about -30% to -49%; also: % is scaled to controls: 0 for no effect and ±100 for the full control effect
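THP-1 cells pretreated 1 hr with compounds (up to 57.5 uM final), then stimulated with LPS (250 ng/mL final) plus ATP (1.25 mM final); secreted IL-1B measured by AlphaLISA after 16 hr, decreased signal indicating inhibition.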
MCF10A rereplic – inducers of DNA re-replication in MCF 10A breast cells | MCF 10A DNA re-replication, Hoechst nuclear intensity, 48 h | Potency, µM (highest dose often 46.1 µM), inactives show top-dose activity, positive = re-replication, hits mostly activators | actives 2.9% (n = 350,000); also: potency is read from the fitted curve at half-maximal effect; % of control where 0% means no effect; nearly all actives have a fitted effect of over 50% in size
WRN helicase inh – inhibitors of human WRN helicase; Q14191; WRN helicase unwinding, fluorescent forked duplex, kinetic; Potency, µM (highest dose often 114 µM), without a hit: top-dose activity change, negative = inhibition, hits mostly inhibitors; actives 0.46% (n = 360,000); AID 651768; also: potency is read from the fitted curve at half-maximal effect; % is scaled to controls: 0 for no effect and ±100 for the full control effect; nearly all actives have a fitted effect of over 55% in size
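Fluorescence dequenching readout, ex 525 nm/em 598 nm, kinetic mode: forked duplex DNA (100 nM final) with adjacent fluorophore and quencher unwound by WRN (20 nM final) with 2 mM ATP. Compound preincubation 15 min, room temperature.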
HT1080-NT tox – kills 2HG-producing HT-1080-NT fibrosarcoma cells. actives 1.6% (n = 360,000). Potency, µM (highest dose often 46.1 µM), without a hit: at the highest dose activity, negative = less viability, usual class: cytotoxic. HT-1080-NT fibrosarcoma viability, CellTiter-Glo ATP luminescence, 48 h. AID 686970;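 also: NT is the 2HG producing partner of a matched IDH1 knockdown line; potency is read from the fitted curve at half-maximal effect; 0% = DMSO-treated cells and -100% = media-only wells without cells; nearly all actives have a fitted effect of over 55% in size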
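Viability of the 2HG-overproducing fibrosarcoma line after 48 hours of compound exposure at 37 degrees C was determined by luminescence with CellTiter-Glo, and concentration-effect curves were then fitted and categorized.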
KB-V1 MDR tox – KB-V1 MDR subline cytotoxicity; KB-V1 MDR cells viability, CellTiter-Glo, 72 h; Potency, µM (top dose mostly 46.1 µM), for inactives: at the top dose activity change, negative = cytotoxicity, actives largely listed as cytotoxic; actives 3.4% (n = 400,000); also: potency is read from the fitted curve at half-maximal effect; % is scaled to controls: 0 for no effect and ±100 for the full control effect; nearly all actives have a fitted effect of over 60% in size
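Cells of the MDR subline KB-V1 are plated, dosed with compound at multiple concentrations, and incubated 72 h at 37 degrees C; CellTiter-Glo is then added and luminescence read after 10 min.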
* marks the source's active call; other numbers are inactive results; ? = inconclusive; . = no result given; [ ] = remark or other dose. Unless noted, calls follow the shape of the dose curve; as a rule, active = well fitted curve in the direction sought with a large enough effect; inconclusive = small, poorly fitted or top-dose-only effect, or another doubt; inactive = no such curve, though single readings can be large; an effect the other way counts as inactive or inconclusive.

SMILES | HT1080 IDH1KD tx | SW480 rereplic | KB-3-1 tox | ATXN2 expr inh | IL1B secr inh | MCF10A rereplic | WRN helicase inh | HT1080-NT tox | KB-V1 MDR tox
COc1ccc(/C=C(/NC(=O)c2cccs2)C(=O)NCc2ccco2)cc1OC | 21% | 1% | 4% | 9% | 36 | -4% | -2% | 24% | -3%
O=C(O)CN1C(=O)/C(=C\c2cccc(OC(=O)c3ccco3)c2)SC1=S | 4% | -3% | 47% | -4% | 14 | -8% | -18% | 14% | -3%
Oc1c(C(c2ccccc2)N2CCCCC2)ccc2ccccc12 (stereo unspecified) | 2% | . | -2% | . | -7 | . | -2% | 4% | 25%
O=C(CCNC(=O)c1ccccc1)Nc1ccc(F)c(Cl)c1 | 5% | 7% | 19% | . | -20 | 4% | 13% | 6% | 0%
CCCNCC1C(Oc2ccc(Cl)cc2)C(=O)N1c1ccccc1C (stereo unspecified) | -15% | -3% | 1% | -15% | -52* | 2% | 3% | -23% | -3%
CCN(C(=O)CSc1nncs1)c1c(N)n(Cc2ccccc2)c(=O)[nH]c1=O | 12% | 3% | 14% | -8% | -19 | 1% | -10% | 5% | 1%
Fc1cccc(Cl)c1CNn1cn[nH]c1=S | 2% | 28% | 3% | 6% | -2 | -6% | 4% | 2% | ?
Cc1[nH]c2ccc(C(=O)N3CCN(c4cccc(Cl)c4)CC3)cc2c1C | 7.3µM* | ? | ? | 9% | 0 | ? | -3% | ? | ?
O=C(c1ccco1)N(Cc1cc2ccccc2[nH]c1=O)CC1CCCO1 (stereo unspecified) | 9% | -5%[9.22 µM] | 8% | 1% | -3 | -3% | 2% | 0% | -14%
O=C(Cc1ccc(Cl)cc1)Nc1ccc(NC(=O)c2cccs2)cc1 | -2% | -11% | 1% | -9%[11.3 µM] | -20 | -2% | ? | -5% | -6%
COc1ccc(S(=O)(=O)N2CCN(c3ncccn3)CC2)cc1OC | -7% | -13% | -6% | 1% | 5 | 2% | -29% | -4% | 4%
Cc1cccc(C#CC2=CC(=O)CC(C)(C)C2)c1 | 0% | . | 5% | 17% | . | . | -1% | 16% | 1%

Printed as active in IL1B secr inh, of those listed so far:
smiles | SW480 rereplic | IL1B secr inh | WRN helicase inh
CCCNCC1C(Oc2ccc(Cl)cc2)C(=O)N1c1ccccc1C (stereo unspecified) | -3% | -52* | 3%

(further entries)
SMILES | HT1080 IDH1KD tx | SW480 rereplic | KB-3-1 tox | ATXN2 expr inh | IL1B secr inh | MCF10A rereplic | WRN helicase inh | HT1080-NT tox | KB-V1 MDR tox
COc1cc(C)nc(Nc2nc(C)c(C(C)=O)s2)n1 | 24% | -3% | 0% | -18% | 6 | -36% | -6% | 22% | -23%
O=C(NNC1CC(=O)N(c2ccc(Br)cc2)C1=O)c1cccnc1 (stereo unspecified) | 4% | 6% | -18% | . | 0 | 12% | 5% | 6% | 2%
COc1ccc(/C=C2\Oc3cc(OCC(=O)N4CCC[C@H]4C(=O)O)ccc3C2=O)cc1OC | 5% | 1% | 0% | 2% | 2 | -14% | -12% | 0% | ?
O=[N+]([O-])c1ccc(NNC(=S)Nc2ccc(F)cc2)cc1 | ? | -2% | ? | ? | -59* | -1% | 0% | ? | 21µM*
COc1ccccc1NCCC(=O)OCC(=O)Nc1ccc(Cl)cn1 | 7% | ? | 13% | 4% | 6 | -8% | -3% | 8% | 19%
Cc1ccc(Cl)c2c1=NC(=O)C=2c1[nH]c(=S)[nH]c1O | 0% | -13% | 3% | 2% | -2 | ? | -3% | 7% | 29%
O=C(NC(=S)NNC(=O)c1cc2ccccc2cc1O)c1ccco1 | ? | ? | ? | -25% | 55 | ? | -11% | -10% | ?
O=C1C=CC(=O)N1c1ccc(N2CCCCC2)cc1 | ? | ? | ? | ? | -102* | ? | 40µM* | ? | ?
O=C(NCC1CCCO1)c1cccc(C(=O)NCC2CCCO2)c1 (stereo unspecified) | 3% | -1% | 0% | . | 6 | 2% | 6% | 4% | 4%
O=C(O)c1ccc(NC(CSCc2ccc(F)cc2)C(=O)O)c([N+](=O)[O-])c1 (stereo unspecified) | 3% | 0% | -11% | 1% | 14 | 25% | -2% | 1% | 5%
C[C@]12c3[nH]c4cc(-c5ccco5)ccc4c3CCN1C(=O)[C@@H](CC(=O)NCc1ccco1)C[C@@H]2C(=O)N1CCOCC1 | 5% | -6% | 12% | 5% | -8 | 1% | 6% | 1% | -5%
O=C(c1cccs1)N(CC1CCCO1)c1nc(-c2ccccc2)cs1 (stereo unspecified) | -8% | 8% | -8% | -13% | -29 | 18% | -4% | -8% | -1%
Cc1nc(SCC(=O)O)c(C#N)c2c1CCCC2 | 3% | -2% | -15% | . | 2 | 9% | 45µM* | 2% | 12%
O=C1c2nccnc2C(=O)N1Cc1ccccc1 | -21% | -1% | 7% | -4% | 13 | 2% | ? | 2% | ?
C[C@@H](NC(=O)c1nc[nH]c1C(=O)NCc1ccccc1)c1ccccc1 | 0% | -3% | 5% | 12% | -13 | 6% | -9% | -6% | 0%
O=C(COC(=O)C1CC2C=CC1C2)Nc1ccccc1F (stereo unspecified) | 14% | -14% | 0% | 29% | 27 | 0% | 5% | 8% | 2%
S=C(NCc1cccnc1)Nc1cccc2ccccc12 | 16% | 3% | 8% | 0% | 9 | 1% | -32%[57.1 µM] | 15% | 8%
Cc1cc(NC(=O)COC(=O)c2cccc(S(=O)(=O)N3CCOCC3)c2)no1 | 7% | -13% | -6% | 6% | -3 | 14% | 2% | 1% | 2%
COC(=O)c1ccc(C2C(C(=O)c3cc4ccccc4o3)=C(O)C(=O)N2CCCN(C)C)cc1 (stereo unspecified) | 1% | 0% | 6% | -7% | 8 | 0% | -25%[57.1 µM] | 5% | 3%
O=C(O)/C=C/C(=O)Nc1ccc(-n2ccc(C(F)(F)F)n2)cc1 | 12% | -5% | 5% | . | 1 | 0% | -10% | -29% | 19%
Cc1ccccc1NC(=O)OCCN1CCN(Cc2ccccc2)CCC1=O | 7% | -16% | 10% | 13% | 4 | 1% | -3% | ? | -11%
CCCCOC(=O)Cc1c(O)c2ccccc2[nH]c1=O | 9% | -7% | 10% | -2% | 24 | -7% | 4% | 5% | 16%
CC1Cc2nc(SCC(=O)Nc3ccc(F)cc3)n(C)c(=O)c2S1 (stereo unspecified) | 11% | -2% | -18% | 15% | -11 | 1% | -19% | 0% | 4.1µM*
CCn1c(CNC(=O)C2CCCCC2)cc2ccccc21 | 3% | -2% | 7% | 3% | 21 | 5% | -8% | 7% | 0%
Cc1ccc2nc(-c3cccnc3)cc(C(=O)Nc3ccccc3[N+](=O)[O-])c2c1 | -8% | ? | . | -12% | -15 | 15µM* | -29% | -5% | .
Cc1cc(C)c(S(=O)(=O)Nc2ccccc2C(=O)OCC(=O)NCc2ccccc2)c(C)c1 | -5% | -6% | -9% | -12% | 12 | 0% | -8% | 0% | ?
COC(=O)[C@]1(Cc2ccccc2)N[C@H](CN(C)S(=O)(=O)c2ccc(-c3ccccc3)cc2)[C@@H]2C(=O)N(C)C(=O)[C@@H]21 | -9% | ? | 0% | -8% | -18 | 0% | -8% | -3% | -2%
COc1cccc(CNC(=O)N2CCN(S(=O)(=O)c3ccc(C)cc3)CC2)c1 | 1% | 1% | 6% | -16% | -19 | -3% | 5% | 0% | -28%
COc1ccc(C(NC(C)=O)c2ccc3cccnc3c2O)c(OC)c1 (stereo unspecified) | 6.5µM* | 2.9µM* | 7.3µM* | 1.8µM* | 111 | 13% | -5% | ? | ?
O=C(CCN1CCN(S(=O)(=O)c2ccc(F)cc2)CC1)Nc1ccccc1F | 28% | 22% | -9% | -15% | 15 | 5% | 4% | 15% | -15%
Cc1ccc(Cl)cc1NC(=O)C1CCCCC1C(=O)O (stereo unspecified) | 2% | 2% | -3% | 2% | 33 | 0% | 4% | 4% | -2%
O=C(CN(Cc1ccco1)C(=O)CNS(=O)(=O)c1ccc(F)cc1)NCCc1ccccc1 | 2% | 1% | 5% | 6% | -4 | -11% | 1% | 4% | 5%
Cc1nnc(N2CCCC(C(=O)NCc3ccccc3F)C2)c2nn(-c3ccccc3)c(C)c12 (stereo unspecified) | 13% | -20% | 7% | -21% | 5 | 1% | -4% | 12% | -4%
O=C(Nc1ccccn1)c1ccc(C(=O)Nc2ccccn2)cc1 | 6% | -8% | -2% | 11% | 11 | -6% | 8% | 10% | 12%
Clc1ccccc1CN1CCN(c2ncccn2)CC1 | -7% | -21% | -12% | -5% | -4 | 1% | -15% | -7% | -16%
Cc1cc(C)c(S(=O)(=O)c2ccccc2C)c(N(C)C)n1 | 1% | 1% | -7% | 0% | 8 | -5% | 6% | 4% | 2%
COc1ccc(NC(=O)CN(C)C(=O)Cc2ccc(S(=O)(=O)N3CCOCC3)s2)cc1 | -5% | -1% | 6% | -17% | 0 | 4% | ? | -1% | 4%
O=C(O)CCCC(=O)NCCc1ccncc1 | 7% | -6% | 8% | 4% | -4 | -2% | 14% | 9% | 0%
O=C(c1nc2n(n1)C(c1ccc(Cl)cc1)C=C(c1ccccc1)N2)N1CCOCC1 (stereo unspecified) | 12% | 0%[9.22 µM] | 1% | -9% | ? | 14% | -22% | 2% | -7%
COc1ccc(NC(=O)/C=C/C(=O)O)c([N+](=O)[O-])c1 | 2% | -46%[inhibitor] | -4% | -6% | . | -8% | 0% | 6% | 3%

High-throughput results as filed in PubChem.

Rows were taken by chance. About 12% of those tested had a hit in this group.
